HIV RNase H inh: blocks HIV-1 RNase H cleavage of RNA/DNA duplex; inhibition, % at 10 µM; AID 565; P04585; RT-RNase H RNA/DNA duplex cleavage, fluorescence; actives 1.9% (n = 65,000); in the data active = inhibition above about 50%
RmlCD inh mix: inhibitors of RmlC and RmlD coupled enzymes. RmlC/RmlD coupled enzyme inhibition, 384-well mixture HTS. inhibition, % at 5.5 µM. actives 0.39% (n = 110,000); in the data active = inhibition above about 30%, passing the limit was not always enough; inconclusive = no clear call, values can overlap the other calls; note: strong numbers were not always called active
* marks the source's active call; other numbers are inactive results; ? = inconclusive; . = no result given.

SMILES	HIV RNase H inh	RmlCD inh mix
O=C(Nc1cccc(OCC(=O)N2CCOCC2)c1)C1CCCCC1	5	-9
Cc1ccc(/C=N\NC(=O)Cn2nnc3ccccc32)o1	.	-5
CCc1cc(=O)oc2c(CN3CCN(C)CC3)c(O)c(Cl)cc12	-2	126*
N#Cc1cc2c(nc1SCc1ccncc1)CCC2	49	-1
O=S(=O)(/N=S1/CC=CCN1S(=O)(=O)c1ccccc1)c1ccccc1 (centres undefined)	79*	-6
Nc1nc2n(n1)C(c1ccco1)CC(c1ccc(F)cc1)N2 (centres undefined)	-9	-10
CCc1ccccc1N1C(=O)c2cccc3c(N4CCOCC4)c([N+](=O)[O-])cc(c23)C1=O	.	?
COc1cc(C2C3C(=O)N(Cc4ccccc4)C(=O)C3ON2c2ccccc2)cc(OC)c1O (centres undefined)	11	-12
Cc1ccc(Nc2nnc(SCC(=O)Nc3ccc(S(=O)(=O)N4CCOCC4)cc3)s2)cc1	.	-12
Cc1cccnc1NC(=O)Cn1nc(C)c([N+](=O)[O-])c1C	.	-3
S=C(NN=C(C1CC1)C1CC1)Nc1ccccc1	.	-14
Cc1ccc(S(=O)(=O)Cc2ccc(C(=O)O)o2)cc1	.	-14
COC(=O)C1=C(C(=O)OC)C(c2cc(Cl)ccc2O)c2sc(=O)[nH]c2S1 (centres undefined)	.	-4
CC(C)C(=O)Nc1ccc(NC(=O)c2ccco2)cn1	-26	-2
Cc1ccc(C(=O)N2CCN(c3ccccc3)CC2)cc1S(=O)(=O)N1CCCC1	-9	.
Nc1nnc(SC2CC(=O)N(c3ccccc3)C2=O)s1 (centres undefined)	.	-13
Cc1cc(C)c(S(=O)(=O)NCC2CCC(C(=O)N3CCC4(CC3)OCCO4)CC2)c(C)c1 (centres undefined)	.	2
CCOC(=O)c1c(C)[nH]c(C(=O)Cn2c(=O)c3c(ncn3CC)n(Cc3ccccc3)c2=O)c1C	8	7
CNP1(NC)=Nc2nn(-c3ccccc3)c(N)c2C(c2ccccc2)=N1	-4	3
COC(=O)Cn1c(=NC(=O)C2CC2)sc2c(C)cc(C)cc21	-19	-5
C=CCC(Nc1ccco1)c1ccccc1 (centres undefined)	-11	-10
CCOC(=O)N1CCC(N(C(=O)Nc2ccc(Cl)c(Cl)c2)C(C)CC)CC1 (centres undefined)	4	5
CC(C)C(=O)Nc1cccc2nsnc12	3	9
CCn1c(CCNC(=O)c2ccc(Cl)cc2Cl)n[nH]c1=S	.	-2
C[C@H](NC(=O)c1nc[nH]c1C(=O)N[C@@H](CCCCNC(=O)OC(C)(C)C)C(=O)OC(C)(C)C)c1ccccc1	.	2

Some values from the results shown.
In RmlCD inh mix, `O=S(=O)(/N=S1/CC=CCN1S(=O)(=O)c1ccccc1)c1ccccc1` (centres undefined) shows -6
In HIV RNase H inh, `N#Cc1cc2c(nc1SCc1ccncc1)CCC2` shows 49
In HIV RNase H inh, `CCc1cc(=O)oc2c(CN3CCN(C)CC3)c(O)c(Cl)cc12` shows -2
In HIV RNase H inh, `COC(=O)Cn1c(=NC(=O)C2CC2)sc2c(C)cc(C)cc21` shows -19
In RmlCD inh mix, `O=C(Nc1cccc(OCC(=O)N2CCOCC2)c1)C1CCCCC1` shows -9
In RmlCD inh mix, `COC(=O)C1=C(C(=O)OC)C(c2cc(Cl)ccc2O)c2sc(=O)[nH]c2S1` (centres undefined) shows -4

Other records.
SMILES	HIV RNase H inh	RmlCD inh mix
O=C(/C=C/c1ccccc1)N/C(=C\c1ccco1)C(=O)NCCO	.	8
CC(=O)c1cccc(NC(=O)Nc2ccc(C)cc2)c1	.	-15
COc1ccc(S(=O)(=O)N(C)CC(=O)N2CCC(C)CC2)cc1Cl	-28	7
CC1CCC(C(C)C)C2=C1C(C#N)(C#N)C(C#N)(C#N)C(c1ccccc1)N2 (centres undefined)	.	-8
CC(C)C(NC(=O)c1ccccc1)c1nnc(SCC(=O)Nc2nccs2)n1C (centres undefined)	.	-7
O=C(O)Cn1cc(F)c(=O)[nH]c1=O	.	-14
CC(C)C[C@@H](CN(C)N=O)N(C[C@H](Cc1ccccc1)N(CCc1ccccc1)N=O)N=O	.	-5
Cc1ccc(C2=NN(S(C)(=O)=O)C(c3cccs3)C2)cc1 (centres undefined)	.	5
CCn1c(CCNC(=O)c2ccc(OC)c(OC)c2)nc2ccccc21	-1	-13
COc1nnc(-c2ccc(N3CCOCC3)c(NC(C)=O)c2)c2ccccc12	-4	-17
CC1CCN(S(=O)(=O)c2cccc(C(=O)Nc3nccs3)c2)CC1	4	-17
Cc1ccc(OC(=O)c2cccc(S(=O)(=O)N(C)C)c2)c(-n2nc3ccccc3n2)c1	.	7
COc1ccccc1NC(=O)CSc1nnc(-c2ccc(C)cc2)o1	2	1
COCCN(Cc1cc2cc(C)cc(C)c2nc1Cl)C(=O)Nc1ccccc1	.	1
CC1CCN(C(=O)CSc2ccc3nnc(-c4ccccc4)n3n2)CC1	-8	.
O=C(NCCc1ccccc1Cl)C1CCN(S(=O)(=O)c2cccs2)CC1	.	-5
Cn1c(=NC(=O)C2CC2)sc2cc(F)cc(F)c21	-42	8
Cc1oc(-c2ccccc2F)nc1CS(=O)(=O)CC(=O)N1CCc2ccccc21	-21	-9
O=C(O)C1C(c2ccccc2)C(C(=O)Oc2ccccc2)C1c1ccccc1 (centres undefined)	.	-13
Cc1cc(C)n(-c2nc3c(c(=O)n(C)c(=O)n3C)n2C)n1	-2	5
CCn1nc(Cc2cccc3ccccc23)c(C#N)c1N	.	-10
Cc1ccc(C(=O)n2nc(-c3cccnc3)nc2N)cc1	.	-12
CCC(=O)c1cc(F)c(N2CCN(C(=O)c3ccco3)CC2)cc1C	-9	-2
CCOC(=O)c1ccoc1CSCC(=O)N1CCN(S(=O)(=O)c2ccc(C)cc2)CC1	-30	-12
Cn1c(=O)[nH]c(=O)c2c1nc(Br)n2CC(O)COCc1ccccc1 (centres undefined)	5	-5

Structures shown so far that contain an NH in an aromatic ring, in the order listed:
SMILES	HIV RNase H inh	RmlCD inh mix
COC(=O)C1=C(C(=O)OC)C(c2cc(Cl)ccc2O)c2sc(=O)[nH]c2S1 (centres undefined)	.	-4
CCOC(=O)c1c(C)[nH]c(C(=O)Cn2c(=O)c3c(ncn3CC)n(Cc3ccccc3)c2=O)c1C	8	7
CCn1c(CCNC(=O)c2ccc(Cl)cc2Cl)n[nH]c1=S	.	-2
C[C@H](NC(=O)c1nc[nH]c1C(=O)N[C@@H](CCCCNC(=O)OC(C)(C)C)C(=O)OC(C)(C)C)c1ccccc1	.	2
O=C(O)Cn1cc(F)c(=O)[nH]c1=O	.	-14
Cn1c(=O)[nH]c(=O)c2c1nc(Br)n2CC(O)COCc1ccccc1 (centres undefined)	5	-5

(more compounds)
SMILES	HIV RNase H inh	RmlCD inh mix
CC(=O)NC(=S)c1c(N)n(Cc2ccccc2)c(=O)n(C)c1=O	13	9
COc1ccc(S(=O)(=O)N2CCC(C(=O)NCc3ccccn3)CC2)cc1OC	.	-5
CCC(=O)Oc1ccc(C2N(C(=O)CC)CCN2S(=O)(=O)c2ccc(C)cc2)cc1OC (centres undefined)	-6	-6
COc1ccc(C(=O)NCc2nnc(SCC(=O)N3CCc4ccccc43)o2)cc1OC	1	6
N#Cc1c(NC(=O)CSc2nnc(-c3ccccc3O)n2-c2ccccc2)sc2c1CCCC2	36	-10
COc1ccc(Cc2nnc(SC)[nH]c2=O)cc1	.	4
CNC(=O)c1ccc(-c2ccc(F)cc2)s1	.	8
Cc1ccc(/C(C#N)=C\c2ccc(N3CCOCC3)o2)cc1	.	-4
O=C(Nc1ccc2c(c1)oc1ccccc12)c1ccc(Br)o1	31	5
Cc1ccc(Cn2c(NCCCn3ccnc3)nc3c2c(=O)n(C)c(=O)n3C)cc1	4	7
NC(=O)CSc1cn(Cc2ccc(F)cc2)c2ccccc12	.	-16
CC(=O)Oc1ccc(-c2nc(-c3cccnc3)no2)cc1	-8	8
O=C(CSc1nc2ccccc2o1)Nc1nc2ccc(Br)cc2s1	.	-11
COc1ccc(OC)c(C2SCCN2S(=O)(=O)c2cccc(C(F)(F)F)c2)c1 (centres undefined)	-16	-8
COCCN1C(=O)c2oc3ccccc3c(=O)c2C1c1ccc(C(=O)OC)cc1 (centres undefined)	-3	5
Cc1cc(C)cc(N2C(=O)C3CC=CCC3C2=O)c1 (centres undefined)	-6	10
CCN1CCN(Cc2nc3c(c(=O)n(C)c(=O)n3C)n2Cc2ccc(Cl)cc2Cl)CC1	-3	.
O=S(=O)(O/N=C1\CCCc2ccccc21)c1ccc(Cl)cc1	.	11
CN1CCc2c(sc3c2c(=O)n(-c2ccccc2)c2nnc(SCc4ccccc4)n32)C1	-3	-8
CC(C)(C)OC(=O)CNC(=O)c1[nH]cnc1C(=O)N[C@@H](Cc1ccccc1)C(=O)OC(C)(C)C	.	4
Cc1c(-c2nn(C)c(=O)c3ccccc23)oc2ccc(F)cc2c1=O	-13	4
Oc1c(I)cc(Cl)c2cccnc12	-4	.
COc1ccc(NC(=O)c2c(Cl)n(C)c3ccccc23)cc1	.	-6
O=P(O)(c1ccc(Cl)cc1)c1ccc(Cl)cc1	-3	0
CCOc1ccc(C2Sc3ccccc3NC3=C2C(=O)OC3)cc1 (centres undefined)	.	-13

Among those listed so far, 2 contain a nitro group on carbon.
SMILES	HIV RNase H inh	RmlCD inh mix
CCc1ccccc1N1C(=O)c2cccc3c(N4CCOCC4)c([N+](=O)[O-])cc(c23)C1=O	.	?
Cc1cccnc1NC(=O)Cn1nc(C)c([N+](=O)[O-])c1C	.	-3

(list continues)
SMILES	HIV RNase H inh	RmlCD inh mix
CCOC(=O)c1c(C)nc2sc3c(=O)n(-c4ccc(C(C)=O)cc4)nnc3c2c1-c1ccc(Cl)cc1	.	18
O=C(CCn1c(=O)[nH]c2ccsc2c1=O)N1CC(=O)N(CCc2ccccc2)C(=O)C1	-5	-10
Cc1nc2n(n1)C(c1ccccc1)C1=C(CC(c3ccco3)CC1=O)N2 (centres undefined)	6	-2
CC(Sc1nnc(CNc2cccc3ccccc23)n1-c1ccccc1)C(=O)N/N=C/c1ccco1 (centres undefined)	.	5
Cc1cc(C(=O)CSCc2nnc3n(CCC(C)C)c(=O)c4ccccc4n23)c(C)n1C	1	.
CN(C)c1nc(Oc2ccc(=O)n(-c3ccccc3)n2)nc(N2CCOCC2)n1	-14	-373
COc1ccc(C)cc1NC(=O)c1cnc2sccn2c1=O	-6	.
CCCOC(=O)CC1C(=O)NCCN1Cc1ccccc1C (centres undefined)	-6	11
CC1(c2nnc(Cc3ccccc3)o2)CC(c2ccc(F)cc2)=NO1 (centres undefined)	.	-15
Cc1ccc(C)c(Oc2nnnn2-c2ccccc2)c1	-28	0
Cc1ccc(SCCNS(=O)(=O)c2ccc(F)cc2)cc1	-42	4
CCCS(=O)(=O)n1nc(-c2ccc(Br)cc2)cc1N	-10	-9
CC1(c2cnc(Nc3ccccc3)s2)CCC(=O)O1 (centres undefined)	-2	-12
CC/C(=C\C(=O)c1ccncc1)Nc1ccc(O)cc1	-12	16
O=C(NCCN1CCOCC1)c1ccc(Cl)c(S(=O)(=O)N2CCCCCC2)c1	-4	.
O=C(c1ccccc1)C(CCC(CN1CCOCC1)C(=O)c1ccccc1)CN1CCOCC1 (centres undefined)	3	-5
CCn1c(CSc2nnc3ccccn23)nc2cc(C(=O)O)ccc21	7	-1
COC(=O)Nc1ccc(S(=O)(=O)N2CCCC(C(=O)Nc3cccnc3)C2)cc1 (centres undefined)	.	6
Cc1cccn2c(=O)c3cc(C(=O)N4CCN(c5ccccc5)CC4)n(C)c3nc12	-7	.
COc1ccc(CCSc2nnc(C3CCCCC3)n2N)cc1	.	6
Cn1c(=O)[nH]c(=O)c2c1nc(NC1CCCCC1)n2Cc1ccccc1	4	2
Cc1c(Br)c([N+](=O)[O-])nn1C(C)C(=O)NCc1cccs1 (centres undefined)	.	-17
CCc1nnc(NC(=O)CSc2nnc(-c3cccnc3)n2CCc2ccccc2)s1	-39	-7
CCOCCn1c(CN2CCN(CCO)CC2)nc2c1c(=O)n(C)c(=O)n2C	-7	.
O=C(O)c1cccc(-c2nnn(Cc3ccccc3)n2)c1	.	4

(further entries)
SMILES	HIV RNase H inh	RmlCD inh mix
Cc1cc(C)cc(-n2nnc(C(=O)NCc3ccccc3)c2N)c1	-8	4
CCn1nc2cc(C(=O)NCc3cc(C(F)(F)F)cc(C(F)(F)F)c3)ccc2c1OC	.	-22
Cc1ccc(NC(=O)C2CCN(C(=O)NC3CCCCC3)CC2)c(C)c1	.	-32
CCOC(=O)C1SC2(C(F)(F)C(F)F)CC1(O)c1c(c(OC)c3occc3c1OC)O2 (centres undefined)	-12	2
CCn1c(CNc2ccc(F)cc2)nnc1SCC(=O)N1CCCc2ccccc21	-11	-34
COc1ccc(N=c2scc(-c3ccc(OC)cc3)n2CCO)cc1	.	8
CCCC(=O)N1c2ccccc2C(N(C(C)=O)c2ccccc2)CC1C (centres undefined)	.	-8
CCCCN(C)CCn1c(=S)[nH]c2ccc(N3CCOCC3)cc2c1=O	-4	-12
O=C1CSC(=S)N1CC1CCCO1 (centres undefined)	2	1
CCO[C@H]1OC(C(=O)NCc2nc3ccccc3[nH]2)=C[C@@H](c2ccccc2)[C@@H]1CCCO	.	-16
COc1cccc(-n2nnc3c(=O)n(CC(=O)N4CCC(C)CC4)cnc32)c1	-8	3
Cn1nc(-c2ccc(Cl)cc2)c2cc(C(=O)N3CCOCC3)sc21	-38	-113
O=C(O)C1OC(Oc2cc3oc(-c4ccccc4)cc(=O)c3c(O)c2O)C(O)C(O)C1O (centres undefined)	.	-12
CCC1=NN(C(=O)C(=O)Nc2ccccc2OC)C(O)(C(F)(F)F)C1 (centres undefined)	.	4

Single records, from the list above. Values in the order: HIV RNase H inh | RmlCD inh mix
Shown for `CCn1nc2cc(C(=O)NCc3cc(C(F)(F)F)cc(C(F)(F)F)c3)ccc2c1OC` : . | -22
Shown for `O=C(CCn1c(=O)[nH]c2ccsc2c1=O)N1CC(=O)N(CCc2ccccc2)C(=O)C1` : -5 | -10
Shown for `COc1ccc(OC)c(C2SCCN2S(=O)(=O)c2cccc(C(F)(F)F)c2)c1` (centres undefined) : -16 | -8
Shown for `O=C(O)C1C(c2ccccc2)C(C(=O)Oc2ccccc2)C1c1ccccc1` (centres undefined) : . | -13

This is a subset; rates above refer to the full screens.
